Assay outcomes from PubChem BioAssay.
PolyA inhibitor – blocks polyadenylation in yeast reporter cells; S. cerevisiae SKY197-pL101 polyadenylation reporter, beta-gal luminescence; efflux-impaired pdr1/pdr3 knockout yeast; score 100 = 6 SD above DMSO; AID 1875; 0.02% of 300,000 active; calls only at 12 µM;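 active = lowest replicate activity score at least 50, where 100 means six control SD above control mean; inconclusive = lowest score under 50 but half or more replicates reach 50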;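 also: yeast exposed to compound for 9 h at 30 °C; higher score means more reporter readthrough which indicates perturbed polyadenylation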
HSP90 refold inh – blocks HSP90-mediated luciferase refolding in reticulocyte lysate. 0.91% of 290,000 active. AID 1789. Rabbit reticulocyte lysate, luciferase refolding luminescence, 3 h. inhibition, % at 5.6 µM;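 active = inhibition above the screen-wide mean plus 3 SD, computed separately per campaign, cut at about 16% in these data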;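 also: 0% = DMSO wells and 100% = 60 µM geldanamycin wells; inhibitors lower the luminescence because luciferase stays unfolded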
aSyn UTR inh – MLPCN primary screen, SNCA 5' untranslated region | alpha-synuclein 5'UTR reporter, inhibitor activity | inhibition, % (tested at 7.5 µM) | 0.82% of 300,000 active | AID 1813; in the data active = inhibition above about 60%; inconclusive = no clear call, values can overlap the other calls;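 also: H4 neuroglioblastoma cells stably carrying SNCA 5'UTR luciferase fusion; 0% = DMSO wells and 100% = positive control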
AI-2 QS mod – modulators of Vibrio harveyi AI-2 quorum sensing system. activity change, % at 7.5 µM. Vibrio harveyi JMH597 AI-2 luminescence/OD600 ratio, 9 h; active compounds read low; strain lacks LuxN and CqsS sensors; 0 = neutral-control median. 0.4% of 300,000 active; in the data active = activity change below about -75%, passing the limit was not always enough; inconclusive = no clear call, values can overlap the other calls;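 also: luminescence divided by OD600 gain over 9 h not by final OD600 alone; inactives centre near 13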
KLF5 inhibitor – kruppel-like factor 5 inhibition; DLD-1 KLF5 promoter-luciferase reporter, luminescence; inhibition, % at 5 µM; 0.23% of 290,000 active; AID 1700;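 active = inhibition above a per-plate limit of that plate's mean compound inhibition plus 3 SD, cut at about 60% in these data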;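 also: 0% = DMSO wells and 100% = LY294002 at 200 µM; higher means less KLF5 promoter-driven luciferase light; inactives centre near -14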
HSF1 inhib – HSF1 inhibition; 0.77% of 300,000 active; activity change, negative = inhibition, % at 7.5 µM (by protocol); AID 2098; NIH3T3-HGL HSE-luciferase, MG132-induced, luminescence 8 h; active compounds read low;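 active = more than half of replicate wells show activity change below -50%, luminescence cut by over half; inconclusive = some wells, but at most half, below -50%; inactive = no replicate well below -50%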;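 also: luciferase reports HSF-1 transcriptional activity via heat shock element; 0% = median of DMSO wells and -100% = zero luminescence signal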
IEC-6 cytotox – IEC-6 cytotoxicity, counter-screen for KLF5 inhibitors | luminescence viability | inhibition, % at 5 µM | 0.78% of 290,000 active; in the data active = inhibition above about 22%;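 also: 0% = plate median of test compound wells and 100% = cytotoxic reference compound wells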
GSK3B inh – human GSK3beta kinase inhibition | 0.038% of 300,000 active | activity score (negative = inhibition), % at 10 µM | GST-GSK3beta kinase, ADP-Glo luminescence, 60 min; active compounds read low | AID 2097;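 active = more than half of replicate wells score below -50%, meaning over 50% inhibition versus plate controls; inconclusive = some replicates but at most half score below -50%; inactive = no replicate scores below -50%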;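 also: 0% = median DMSO wells and -100% = median GW8510 positive control wells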
Target sequence (P49841 whole entry, looked up): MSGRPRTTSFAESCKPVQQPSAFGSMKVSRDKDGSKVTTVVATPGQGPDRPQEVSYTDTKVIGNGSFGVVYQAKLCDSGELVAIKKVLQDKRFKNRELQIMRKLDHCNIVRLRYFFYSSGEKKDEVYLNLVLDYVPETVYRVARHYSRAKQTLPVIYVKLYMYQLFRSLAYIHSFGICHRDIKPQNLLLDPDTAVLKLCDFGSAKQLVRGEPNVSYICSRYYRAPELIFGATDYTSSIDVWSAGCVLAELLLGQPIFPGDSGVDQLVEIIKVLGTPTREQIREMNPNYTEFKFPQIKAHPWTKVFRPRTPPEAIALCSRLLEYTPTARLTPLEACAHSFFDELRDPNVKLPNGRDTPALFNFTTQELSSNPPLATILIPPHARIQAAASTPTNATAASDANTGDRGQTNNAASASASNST
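Test system: GST-fused GSK3beta enzyme, cell-free | Quantity: 1.6 ng GST-GSK3beta enzyme per well | Reagent: 25 µM ATP with peptide substrate | Schedule: 60 min enzyme reaction, room temperature | Signal: Luminescent ADP-Glo measurement of ADP formed | Read-out basis: Score relative to plate controls | Control set: DMSO and 20 µM GW8510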
HSF-1 act – increases HSF-1 driven luciferase reporter signal | activation, % at 9 µM | AID 504408 | 1.7% of 300,000 active | NIH3T3-HGL HSF-1 luciferase reporter, MG132, 8 h; 100% = twice DMSO control signal;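 active = mean replicate activation of at least 50% with a set share of replicates each reaching 50%; inconclusive = only one of those two conditions met; inactive = mean below 50% and too few replicates reaching it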;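 also: 0% = median of the neutral control wells and 100% = twice that signal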
GSK3A inh – human GSK-3 alpha kinase inhibition; ADP-Glo luminescence, 60 min; inhibition, % at 10 µM; 0.1% of 320,000 active; AID 2650;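 in the data active = inhibition above about 50%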;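 also: GST-tagged GSK-3 alpha with peptide substrate and 25 µM ATP; 0% = DMSO neutral wells and 100% = GW8510 positive control wells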
Target sequence (P49840 whole entry, looked up): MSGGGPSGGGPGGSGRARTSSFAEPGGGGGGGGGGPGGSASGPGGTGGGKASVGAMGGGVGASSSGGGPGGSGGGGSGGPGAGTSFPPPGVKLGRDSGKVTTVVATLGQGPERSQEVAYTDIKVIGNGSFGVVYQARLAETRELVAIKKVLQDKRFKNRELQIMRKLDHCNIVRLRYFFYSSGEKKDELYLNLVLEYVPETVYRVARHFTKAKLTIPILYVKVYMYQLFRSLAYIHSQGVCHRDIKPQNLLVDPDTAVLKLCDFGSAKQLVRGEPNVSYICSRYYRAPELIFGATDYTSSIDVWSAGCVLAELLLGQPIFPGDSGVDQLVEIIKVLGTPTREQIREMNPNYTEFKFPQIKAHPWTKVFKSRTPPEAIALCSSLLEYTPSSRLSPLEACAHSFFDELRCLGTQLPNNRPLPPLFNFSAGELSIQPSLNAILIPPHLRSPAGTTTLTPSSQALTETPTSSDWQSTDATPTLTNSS
Starred values were filed as active, the others as inactive; i = inactive; u = inconclusive; x = not tested or not shown.

SMILES	PolyA inhibitor	HSP90 refold inh	aSyn UTR inh	AI-2 QS mod	KLF5 inhibitor	HSF1 inhib	IEC-6 cytotox	GSK3B inh	HSF-1 act	GSK3A inh
COc1cccc(CNC(=O)CSCC(=O)Nc2ccc(C)cc2)c1	i	x	17	-4	x	0	x	-3	23	-1
O=C(CCCN1C(=O)/C(=C/c2ccc(F)cc2)SC1=S)NCCCn1ccnc1	i	-7	3	19	-45	-2	-4	-1	10	3
CC1Sc2ccc(S(=O)(=O)CCC(=O)NCc3ccccc3Cl)cc2NC1=O (centres undefined)	i	0	-3	x	3	4	5	4	-3	-1
O=C(Nc1ccc(Cl)cc1)c1ccc2c(c1)S(=O)(=O)c1ccccc1C2=O	i	x	26	5	x	-2	x	0	-4	-3
Cn1cc(Br)c(C(=O)NNC(=O)Nc2ccccc2C(F)(F)F)n1	i	-2	-16	33	-4	2	2	7	7	-2
CCOC(=O)Cc1[nH]nc2c1C(c1cccc(OC)c1OC)C(C#N)=C(N)O2 (centres undefined)	i	1	-1	15	-19	-6	-3	-1	-1	1
CCOC(=O)C(CC)n1cnc2sc3c(c2c1=O)CCC3 (centres undefined)	i	-4	9	22	3	5	-1	0	9	3
CC(C)(C)C1=C(C#N)C(c2ccc3c(c2)OCO3)C(C#N)=C(N)O1 (centres undefined)	i	-2	-28	-1	-9	1	0	-1	-5	3
Cc1ccc(C)c(OCc2ccc(C(=O)NN)o2)c1	i	1	16	17	8	3	4	1	11	0
Cc1ccc(Oc2ccc(S(=O)(=O)N3CCOCC3)cc2C(N)=O)cc1C	i	0	9	34	-12	3	2	-1	14	-1
O=C(Nc1ccccc1Cl)NC1(C(=O)N2CCCC2)CCCCC1	i	-4	6	5	-32	2	0	1	4	-1
N#CC1=C(N)Oc2n[nH]c(-c3cccs3)c2C1c1ccsc1 (centres undefined)	i	21*	12	26	11	-1	-2	-11	-6	2
O=c1c2[nH]c3ccccc3c2ncn1CCC1=CCCCC1	i	0	-121	16	-38	24	-4	-3	32	-1
COc1ccc2[nH]c(C(=O)N3CCc4ccccc4C3)c(C)c2c1	i	-3	-2	18	-16	24	-9	0	4	-2
CCOC(=O)CNC(=O)N1CCCC(CNS(=O)(=O)c2cccs2)C1 (centres undefined)	i	-5	12	17	9	1	-4	3	-8	-1
CC(=O)Cc1nsc(NC(=O)c2ccc(-c3cccc(Cl)c3)o2)n1	i	0	-19	19	-1	8	5	1	-3	-1
O=c1[nH]c(CSc2nnnn2-c2ccc(Cl)cc2)nc2ccccc12	i	4	30	28	-2	14	9	2	24	-1
COC(=O)c1ccccc1NC(=O)CN(Cc1ccc(Cl)cc1)S(C)(=O)=O	i	2	8	21	-7	3	4	1	-6	x
O=C(N/N=C/c1cccs1)c1c[nH]c2ccccc12	i	3	-158	31	-28	24	7	2	19	0
Brc1c(OCCOCCn2cncn2)ccc2ccccc12	i	0	-42	-1	-31	18	-2	-1	36	-2
Cc1ccc(SCC(=O)NC(=O)NCc2ccco2)c(C)c1	x	17*	-10	38	-33	x	-2	-2	x	2
CCCC(C(=O)NC(C)(C)C)N(C(=O)c1snc(C(N)=O)c1N)c1ccc2c(c1)OCCO2 (centres undefined)	i	1	-46	26	-2	-74*	1	-2	-76	1
O=C(N/N=C/c1ccccc1)c1sccc1OCc1ccc(F)cc1	i	0	-21	-14	-25	8	-1	1	9	3
CN(c1ccc(Cl)cc1)S(=O)(=O)c1nnc(NC(=O)C(C)(C)C)s1	i	-4	-20	22	-29	-1	0	-3	-3	-3
Cn1c(-c2cccc([N+](=O)[O-])c2)cnc1NCc1ccc(C#N)cc1	i	2	2	13	-13	-4	-4	1	-3	0
(continued)
SMILES	PolyA inhibitor	HSP90 refold inh	aSyn UTR inh	AI-2 QS mod	KLF5 inhibitor	HSF1 inhib	IEC-6 cytotox	GSK3B inh	HSF-1 act	GSK3A inh
CCN(CC)CCSc1nc2ccc(OC)cc2[nH]1	i	-1	-2	11	5	-4	6	2	3	4
COc1cc(S(=O)(=O)NC2CCSc3ccccc32)ccc1NC(C)=O (centres undefined)	i	3	15	12	9	-2	6	2	1	-7
Fc1ccc(NC(=S)N2CCc3[nH]c4ccccc4c3C2)cc1	i	-1	-2	12	-24	0	-4	1	8	-4
CC(C)C(NS(=O)(=O)c1ccc2c(c1)Cc1cc(S(=O)(=O)NC(C(=O)O)C(C)C)ccc1-2)C(=O)O (centres undefined)	i	-5	7	18	-25	0	-8	4	9	-2
CCOC(=O)C1(Cc2cccc(OC)c2)CCCN(Cc2ccc(NC(C)=O)cc2)C1 (centres undefined)	i	2	9	21	-1	-4	-2	0	0	x
CC(C)c1ccc(S(=O)(=O)N2CCN(C(=O)CN3C(=O)NC(C)(c4ccccc4)C3=O)CC2)cc1 (centres undefined)	i	x	5	16	x	5	x	2	-9	1
COc1ccccc1N1CCN(S(=O)(=O)c2ccc(F)cc2)CC1	i	-1	2	30	21	6	4	3	2	-1
CC(=O)Nc1ccc(C(=O)NN2C(=O)NC3(CCCCC3)C2=O)cc1	i	x	6	11	x	-3	x	-9	7	x
Cc1ccc(OCC(=O)NNC(=O)Nc2ccc(Cl)cc2)c(Br)c1	i	x	-11	5	x	7	x	0	17	0
Cc1ccc(C(=O)N2CC(=O)Nc3ccc(F)cc3C2c2ccc(F)cc2)cc1[N+](=O)[O-] (centres undefined)	i	4	2	2	-9	-2	2	-20	40	-1
CN(C)CCCNC(=S)Nc1ccc(Oc2ccccc2)cc1	x	-2	7	18	-3	-7	-4	0	-7	-2
Brc1ccc(CN2CCSCC2)cc1	i	-2	-3	27	-3	0	-8	0	15	-2
COC(=O)c1nn(-c2cccc(Cl)c2)ccc1=O	i	-5	2	12	-14	-2	-7	4	3	0
Cn1cnnc1-c1cccc(NS(=O)(=O)c2ccc(N3CCCC3=O)cc2)c1	i	1	15	5	-1	-8	0	1	7	-2
COc1cc(S(=O)(=O)N2CCCN(C)CC2)ccc1NC(C)=O	i	-5	8	20	-1	-3	-3	-1	-1	-1
O=C(CSc1nc2[nH]ncc2c(=O)[nH]1)NCc1ccccc1Cl	i	2	7	30	-3	7	6	12	8	1
Cc1noc(C)c1S(=O)(=O)N1CCC(C(=O)N(C)Cc2ccccc2)CC1	i	2	14	26	-31	-7	-3	1	-8	0
COc1ccc(OC)c(-c2cc(C(=O)NCc3cccs3)no2)c1	i	-4	-29	3	-7	2	-3	0	0	0
CCOC(=O)CCCSc1nc(-c2ccc3c(c2)OCO3)cc(C(F)(F)F)c1C#N	i	-2	-8	9	-19	0	2	-3	-1	-5
Cc1c(CC(=O)O)c(=O)oc2cc3occ(-c4ccccc4)c3cc12	i	1	13	22	-23	1	2	-4	-6	0
Cc1cc(C(=O)NCc2ccc(S(N)(=O)=O)cc2)ccc1[N+](=O)[O-]	i	3	18	15	17	3	2	0	0	1
CNC(=S)NNc1nc(N2CCOCC2)nc(N2CCOCC2)n1	i	3	6	15	3	8	9	2	22	-1
Cc1ccc(NC(=O)COC(=O)CCOc2ccccc2C)cc1	i	4	2	12	-6	-5	4	-1	-1	-2
O=C(CSc1nnc2c(n1)[nH]c1ccc(F)cc12)NC1CC1	i	2	-30	18	-10	0	1	1	-4	-1
O=C1/C(=C/c2cccs2)NC(=S)N1C1CC1	i	-2	-17	-10	-10	15	5	4	42	-2
(continued)
SMILES	PolyA inhibitor	HSP90 refold inh	aSyn UTR inh	AI-2 QS mod	KLF5 inhibitor	HSF1 inhib	IEC-6 cytotox	GSK3B inh	HSF-1 act	GSK3A inh
COc1cccc(C(N)=O)c1	i	x	-9	10	x	-6	x	0	-4	-1
COc1ccccc1-c1cc(C(F)(F)F)nc(S(=O)(=O)CCCC(=O)NCc2ccc(F)cc2)n1	i	2	-20	16	-23	-80*	0	-4	-80	-1
Cc1cc(C)c(NC(=S)N(C)C)c(C)c1	i	-1	4	46	-3	-7	5	-12	-2	0
COc1ccc(NC(=O)CCCC(=O)c2ccccc2)c(OC)c1	i	-1	-18	6	-6	-1	-5	3	18	-3
Cc1ccc(N=Nc2c(N)nn3c(N)c(C#N)c(C)nc23)cc1	i	1	46	19	-14	-2	1	0	27	1
C=C(C)CNC(=S)NNC(=O)c1ccncc1	i	0	3	12	12	-12	-7	-4	-7	-1
CC(C)(CO)NCc1ccc(Br)cc1	i	2	17	12	-11	-5	1	0	4	1
CC(=O)NS(=O)(=O)c1ccc(NC(=S)NC(=O)CC(C)C)cc1	i	-3	1	9	-49	-1	-3	3	0	-2
O=C(O)CC(CC(=O)Nc1ccc(N2CCOCC2)cc1)c1ccccc1 (centres undefined)	i	3	-24	14	-11	1	5	2	5	-2
COc1ccc(Cl)cc1NC(=O)CC(=O)Nc1cc(Cl)ccc1OC	i	-3	-40	15	-14	-6	-3	-1	-10	0
O=C(Nc1ccccc1C(=O)NCc1ccc(Cl)cc1)c1ccco1	i	-4	18	18	-4	1	-13	1	12	3
CCOC(=O)C(NC(=O)c1ccccc1OCC)(Nc1ncccn1)C(F)(F)F (centres undefined)	i	-2	9	10	8	13	-3	-3	12	-1
O=Nc1c(O)[nH]c2c(F)cccc12	i	5	-37	12	13	2	8	-1	5	3
O=C(CNC(=O)c1ccc(OC(F)F)cc1)NCc1ccccn1	i	x	3	17	x	-1	x	-3	-1	0
Nc1ccc(S(=O)(=O)NC2(C(F)(F)F)NC(=O)N(c3ccccc3Cl)C2=O)cc1 (centres undefined)	i	-1	-3	17	-38	6	4	-11	2	-2
CN(C(=O)CN1CCC(NC(=O)c2ccccc2Br)CC1)C1CCCCC1	i	-1	-7	10	-38	-6	2	1	-3	-1
Cc1cc(C(=O)N/N=C/c2sc(N3CCOCC3)nc2-c2ccccc2)c(C)o1	i	-3	6	11	-23	11	1	3	28	-3
CCNc1c(NC(=O)c2cccs2)c(=O)oc2ccccc12	i	3	11	17	-6	1	-6	0	11	2
Cc1ccccc1C(=O)NC(C)C1CC2CCC1C2 (centres undefined)	i	1	20	9	-3	-5	0	0	13	0
Cc1cc(C(=O)N/N=C/c2cc([N+](=O)[O-])ccc2O)c2ccccc2n1	i	-2	-5	50	7	-34	6	4	-29	1
CC(NC(=O)Cn1cnnn1)C12CC3CC(CC(C3)C1)C2 (centres undefined)	i	2	6	27	-21	5	1	0	-4	-3
CCN(CC(=O)NC(C)C)C(=O)[C@@H](NC(=O)c1ccco1)C(C)C	i	-1	-14	16	8	-5	-4	1	3	-3
Cc1occc1C(=O)N/N=C/c1ccc(OCc2ccccc2)cc1	i	10	-138	u	-107	26	-10	0	53*	-5

Not all compounds are listed; rates above refer to the full screens.
